# Screening data as filed in PubChem.
# ERK EGF inh: inhibitors of EGF-stimulated ERK signaling pathway | HEK293-V1b, EGF-stimulated phospho-ERK AlphaScreen | Potency, µM (doses to about 11.5 µM), for inactives: top-dose activity change, negative = inhibition, actives largely listed as inhibitors | 0.41% of 130,000 active; active means well fitted inhibition curve with a large enough effect; inconclusive means small, poorly fitted or top-dose-only effect, or effect the other way;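 further: plate controls were stimulated vehicle wells for no effect and unstimulated vehicle basal for full effect; nearly all actives have a fitted effect of over 55% in size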
#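 Compounds are titrated over HEK293-V1b cells kept overnight in 1% FBS. After 30 min at 37C, EGF (25 nM final) triggers ERK phosphorylation for 5 min, measured by AlphaScreen in lysates.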
# Starred values were filed as active, the others as inactive; ? = inconclusive; ! = not active in a repeat; [ ] = remark or other dose. Potency means the concentration at half of the fitted maximal effect. A portion of the library. The share of hits here may be higher or lower than overall.
ERK EGF inh | smiles
0.0% | CCn1nnnc1SCC(=O)Nc1ccc2c(c1)OCCO2
11.8% | O=C1CCN(C(=O)c2cccs2)c2ccccc21
-2.3% | CCOC(=O)c1c(NC(=O)Cn2ccsc2=N)sc(C)c1C
-13.0% | COc1cccc(NC(=O)NCc2ccc(F)cc2)c1
5.2% | COC(=O)Nc1[nH]ncc1[N+](=O)[O-]
-4.7% | O=S(=O)(Cc1ccccc1Cl)N1CCCC1
6.1% | Cc1cccc(N2CCN(Cc3nc(-c4ccc(F)cc4F)oc3C)CC2)n1
-4.0% | Cn1c2c(c(=O)n(C)c1=O)C(c1ccccc1F)C(C#N)=C(N)O2 (stereo unspecified)
-2.9% | COC(=O)C(NS(=O)(=O)c1ccc(F)cc1)c1ccccc1 (stereo unspecified)
1.0% | CCN(CC)S(=O)(=O)c1ccc(C(=O)N2CCN(CCN3C(=O)c4cccc5cccc(c45)C3=O)CC2)cc1

# Additional records:
ERK EGF inh | smiles
-18.4%[57.5 µM] | CSc1cccc(CN2CCN(Cc3ccc(F)c(F)c3)C(CCO)C2)c1 (stereo unspecified)
-5.0% | O=C(Oc1ccc2ccc(O)cc2c1)C1CCCCC1
-14.8% | CCC1CCCCN1S(=O)(=O)c1ccc(C(=O)Nc2nnc(-c3cccs3)o2)cc1 (stereo unspecified)
4.1% | CCc1c(C)nc(SCC(=O)Nc2ccc3c(c2)OCCO3)[nH]c1=O
10.1% | O=C(COC(=O)c1ccc(F)c(S(=O)(=O)N2CCCCC2)c1)NCc1ccc(F)cc1
7.7% | COc1ccc(-c2nnn(Cc3ccccc3F)n2)cc1
3.4% | Cc1ccnc(N2CCCC(C(=O)NCc3cccs3)C2)n1 (stereo unspecified)
? | Cc1cccc(N2CCN(C(=O)C3COc4ccccc4O3)CC2)c1C (stereo unspecified)
1.5% | CC1(OC(=O)c2ccc(Cl)nc2)C(=O)C=C2C=C(C3CC3)OC=C2C1=O (stereo unspecified)
0.7% | Cc1ccc(NP(=O)(c2ccc(N(C)C)cc2NC(=O)c2cccs2)N2CCOCC2)cc1Cl (stereo unspecified)

# Next entries follow:
ERK EGF inh | smiles
-2.7%[57.5 µM] | COc1ccc(C(=O)C2CCCN(C(=O)c3cnsn3)C2)c(C)c1 (stereo unspecified)
4.4% | Cc1ccc(OCC(=O)N2CCc3ccccc32)cc1
-5.2% | CC(C)c1ccc2[nH]c(O)c(N=NC(=O)c3cccc(S(=O)(=O)Nc4ccc(Cl)cc4)c3)c2c1
-0.5% | C/C=C/c1ccc(OCC(=O)OCc2csc(Nc3ccc(C)cc3)n2)c(OC)c1
-4.3% | C#CCn1c(=NC(=O)CN2C(=O)CCC2=O)sc2cc(S(N)(=O)=O)ccc21
-0.3% | O=[N+]([O-])c1cnc2nc(-c3ccncc3)nn2c1O
-6.7% | Cc1cccc(C)c1NC(=O)COC(=O)c1ccccc1[N+](=O)[O-]
5.7% | Cc1ccc(CN2CCN(Cc3ccccn3)CC2CCO)cc1 (stereo unspecified)
-13.2%[57.5 µM] | CCCN1CCC(=O)N([C@H](CSc2ccc(OC)cc2)Cc2ccccc2)CC1
7.6% | CCOC(=O)c1cc2c(C)[nH]c(C)c2cc(C(=O)OCC)c1=O

# More structures follow:
ERK EGF inh | smiles
6.6% | CCOC(=O)c1c(NC(=O)CN2CCN(C)CC2)sc(C(=O)Nc2ccccc2)c1C
7.3% | COc1ccc(CCN=C2SCC(=O)N2Cc2ccccc2)cc1OC
-2.6% | COc1cccc(N2CC(=O)N(NC(=O)CSc3nc(C)cc(C)c3C#N)CC2=O)c1
-7.3% | Cc1ccc(C)c(NC(=O)CCn2cnnn2)c1
-6.6%[57.5 µM] | COc1ccc(C2CCCN2C(=S)Nc2ccc(C)cc2C)cc1OC (stereo unspecified)
-1.5%[57.5 µM] | Cc1nc(C)c(C(=O)N/N=C/c2cc(Br)ccc2O)s1
-0.9% | C/C(CCc1ccccc1)=N\NC(=O)COc1ccccc1C
? | O=C(N/N=C/c1cn(-c2ccccc2)nc1-c1ccc2c(c1)OCCO2)c1ccncc1
-4.6%[57.5 µM] | CCOc1ccccc1NC(=O)Nc1cccc(NC(C)=O)c1
10.5%[57.5 µM] | COc1ccc(NC(=O)O/N=C/c2c(C)nn(C(C)(C)C)c2C)cc1

# As entered above.
# ERK EGF inh result of `COc1ccc(CCN=C2SCC(=O)N2Cc2ccccc2)cc1OC` → 7.3%
# ERK EGF inh result of `Cc1ccc(C)c(NC(=O)CCn2cnnn2)c1` → -7.3%
# ERK EGF inh result of `C/C(CCc1ccccc1)=N\NC(=O)COc1ccccc1C` → -0.9%
# ERK EGF inh result of `Cc1nc(C)c(C(=O)N/N=C/c2cc(Br)ccc2O)s1` → -1.5%[57.5 µM]
# ERK EGF inh result of `COc1ccc(NC(=O)O/N=C/c2c(C)nn(C(C)(C)C)c2C)cc1` → 10.5%[57.5 µM]

# Next entries.
ERK EGF inh | smiles
2.2% | CC1=CC(=O)OC1Cc1ccc2ccccc2n1 (stereo unspecified)
-2.7% | COC(=O)Nc1ncc(CN2CCC(c3ccccc3)CC2)s1
-1.6% | CC(=O)NCCOc1nc(N(C)C)nc(N2CCCCC2)n1
4.3% | COc1ccc(CCNC(=O)COc2ccc(S(=O)(=O)N3CCCC3)cc2)cc1
-3.2% | CCC(C)(C(=O)NC1CCCC1)N(Cc1cccs1)C(=O)c1ccc2c(c1)OCO2 (stereo unspecified)
4.5% | COc1ccc(S(=O)(=O)N2CCN=C2SCc2cccnc2)cc1
-1.7% | CCOc1cc(C(=O)Nc2ccccc2N2CCOCC2)ccc1OCC(=O)N1CCCCC1
-3.3% | N#CCSc1nccc(/C=C/c2ccccc2)n1
-3.7%[57.5 µM] | Cc1nc2c3c(sc2c(=O)[nH]1)NC(=O)CC3c1ccccc1Cl (stereo unspecified)
? | Cc1ccsc1/C=N\NC(=O)c1ccc2c(c1)OCO2

# More results
ERK EGF inh | smiles
3.4% | COC(=O)[C@@]1(Cc2ccccc2)[C@H]2c3cc(C(=O)N4CCCC4)n(Cc4nc5ccccc5[nH]4)c3C[C@H]2CN1C(=O)c1ccccc1
10.5% | CCOC(=O)c1cc2[nH]c3ccccc3c2[n+](-c2ccc([N+](=O)[O-])cc2)c1C
8.0% | Nc1nc(C23CC4CCC(CC(C4)C2)C3)cs1
1.8% | COc1ccc(C)cc1NC(=O)NCc1ccc(F)cc1
-0.4%[57.5 µM] | CCOc1ccc(S(=O)(=O)NCCC(=O)OCC(=O)Nc2cc(C)on2)cc1
-0.5% | CCCNS(=O)(=O)c1ccc(OCC(=O)N2CCOCC2)cc1
-4.7% | O=C1C[C@@H](c2ccc(O)cc2)Oc2cc(O)cc(O)c21
-7.5% | Cn1nc(CC(=O)Nc2ccc(N3CCN(C(=O)OC(C)(C)C)CC3)cc2)c2ccccc2c1=O
4.7% | O=C(Cc1cccc2ccccc12)NN1C(=O)CSC1=S
7.5% | COc1ccc(NCc2nnc(SCC(=O)NNC(=O)c3ccc(C)cc3)n2C)cc1

# Further results follow.
ERK EGF inh | smiles
1.2% | CSc1nc(C)cc(Oc2ccc(=O)[nH]n2)n1
-0.2% | O=C(NCc1nc(-c2ccccc2)cs1)c1ccccc1
5.9% | CN(C)S(=O)(=O)c1cccc(NC(=O)COC(=O)c2cc(-c3cccc(Br)c3)nc3ccccc23)c1
-0.5% | O=C(NC1CCCCC1)c1nc2c(nnn2Cc2ccccc2Cl)c(=O)[nH]1
-3.6%[57.5 µM] | Oc1c(C=Nc2ccccc2Cl)[nH]c2ccccc12
-4.3% | O=C(O)c1cccc(N/N=C/c2cccs2)c1
0.2% | COP(=O)(OC)c1nc(-c2cccc3ccccc23)oc1NCc1ccccc1
4.4% | CCCc1cc(=O)[nH]c(SCC(=O)Nc2nc(-c3ccccc3)cs2)n1
-33.2% | O=C(CCn1c(=O)sc2ccccc21)NCc1ccc2c(c1)OCO2
-0.4% | CC(=O)N1N=C(C)CC1c1ccc(O)cc1 (stereo unspecified)

# 3 of the compounds above, with bars between the fields:
compound | ERK EGF inh
Cc1cccc(C)c1NC(=O)COC(=O)c1ccccc1[N+](=O)[O-] | -6.7%
Cc1nc(C)c(C(=O)N/N=C/c2cc(Br)ccc2O)s1 | -1.5%[57.5 µM]
Cc1ccc(C)c(NC(=O)CCn2cnnn2)c1 | -7.3%

# Additional entries.
ERK EGF inh | smiles
-3.1% | CN1CCN(Cc2cn(C)nc2-c2ccccc2F)CC1c1ccccc1 (stereo unspecified)
3.3% | CCOc1ccccc1C(=O)Nc1ccccc1-c1ccccc1
10.8% | O=C(CN1C(=O)/C(=C\c2ccc(F)cc2)Oc2ccccc21)NCc1ccco1
23.6% | Cn1c(=O)c(-c2ccc(F)cc2)nc2cncnc21
-2.1% | Cc1ccccc1-n1c(SCC(=O)c2c(N)n(C)c(=O)n(C)c2=O)nc2sc3c(c2c1=O)CCCC3
-1.7% | CN(CC(=O)Nc1sc2c(c1C#N)CCCCC2)Cc1nc2ccccc2c(=O)[nH]1
-3.0%[57.5 µM] | Cc1cccc(C2c3[nH]c4ccccc4c3CCN2Cc2ccc(C)s2)n1 (stereo unspecified)
5.3% | Cc1cccc(OCCc2c(C)[nH]c(=S)[nH]c2=O)c1
-0.6% | CCN(CC)CCN(C(=O)c1ccc(C(C)=O)cc1)c1nc2ccc(Cl)cc2s1
4.3% | COc1cc(NC(=O)COC(=O)c2ccccc2F)cc(OC)c1

# New compounds follow:
ERK EGF inh | smiles
-4.2% | CC1CCN(S(=O)(=O)c2ccc(S(=O)(=O)NCc3cccnc3)cc2)CC1
9.2% | Cc1ccc(NC(=O)C2CCN(C(=O)NC3CCCCC3)CC2)cc1
5.3%[57.5 µM] | CSc1nc(C)nc(C2CC2)c1C#N
-4.3% | N#CCC(=O)N/N=C/c1ccc(SCC(=O)Nc2ccccc2)o1
3.1%[57.5 µM] | O=C(/C=C/c1ccco1)NCc1ccco1
-6.2% | Cc1cc(C)cc(NC(=S)Nc2ccc(Cl)c(Cl)c2)c1
-5.3% | O=C(N/N=C/c1c[nH]c2ccccc12)c1sc2ccccc2c1Cl
-2.8%[57.5 µM] | Clc1ccc(-c2cc(-c3ccccn3)on2)c(Cl)c1
17.2% | COc1ccc(NC(=O)C2CCCN(c3cc(C)nc4ncnn34)C2)cc1 (stereo unspecified)
-4.6% | CS/C(=N\S(=O)(=O)c1cccs1)Nc1cccc(Cl)c1C

# Further entries:
ERK EGF inh | smiles
7.3% | CCn1c(O)c(C=Nc2ccccc2)sc1=O
? | COc1ccccc1CSc1ncc(-c2ccc([N+](=O)[O-])cc2)[nH]1
3.6% | CCc1ccc(C2C(C#N)=C(N)N(N3CCOCC3)C3=C2C(=O)CC(C)(C)C3)s1 (stereo unspecified)
-6.7% | Cn1cc(Cl)c(C(=O)N2CCN(c3ncccn3)CC2)n1
10.7% | O=C(CSc1ccccc1[N+](=O)[O-])NC1CCS(=O)(=O)C1 (stereo unspecified)
3.4% | CCn1c(CNC(=O)c2cccs2)n[nH]c1=S
2.0% | COc1ccc(NC(=O)COC(=O)Cc2ccccc2[N+](=O)[O-])cc1OC
1.1% | O=[N+]([O-])c1ccc(Oc2cnc3ccccc3n2)cc1
-8.6%[57.5 µM] | Cc1nc(C2CC(=O)OC23CCCCC3)cs1 (stereo unspecified)
3.2% | CCC(C)N(C)C1CCN(C(=S)Nc2ccc(OC)cc2)CC1 (stereo unspecified)

# Reprinted at random: 2 records from the list
ERK EGF inh | smiles
1.0% | CCN(CC)S(=O)(=O)c1ccc(C(=O)N2CCN(CCN3C(=O)c4cccc5cccc(c45)C3=O)CC2)cc1
3.4% | Cc1ccnc(N2CCCC(C(=O)NCc3cccs3)C2)n1 (stereo unspecified)

# Next results follow:
ERK EGF inh | smiles
-11.1%[57.5 µM] | CCCc1nc2ccccc2n1C(=S)SC
5.8% | COc1ccccc1CN1CCCC2(CCN(C(=O)c3cccc(F)c3)CC2)C1
1.2%[57.5 µM] | Cc1ccc(CNS(=O)(=O)c2ccc(C(F)(F)F)cc2)n1C
-1.3% | Cc1ccc(NC(=O)CSc2ccc(-c3ccccn3)nn2)cc1
3.5% | CC1(C)C(=O)C2C[C@]3(O)C4=CC(=O)OC(c5ccoc5)[C@]4(C)CCC3[C@](C)(C2=O)C1CC(=O)O (stereo partly specified)
5.01µM*! | COc1cccc(-c2cc(=O)c3ccccc3o2)c1N
0.9% | Cc1ccc([N+](=O)[O-])cc1N=C(c1ccc([N+](=O)[O-])cc1)N1CCOCC1
5.7% | CN(C)c1ccc(C(=S)Nc2ccccc2)cc1
8.2% | Nc1oc2ccc(F)cc2c(=O)c1C=O
-2.8% | C=CCOc1ccc(C=Nc2cccc(Cl)c2)c(O)c1

# Next records.
ERK EGF inh | smiles
-4.8%[57.5 µM] | Cc1nc(N2CCOCC2)nc(Oc2ccccc2F)c1[N+](=O)[O-]
30.1% | Cc1ccc(C(=O)Nc2ccc(S(=O)(=O)N3CCCC3)cc2)s1
-1.0% | COc1ccc(S(=O)(=O)N2CCOCC2)cc1NC(=O)CSc1nnc(C2CC2)n1N
-14.4% | CCOc1ccc(N(CC(=O)Nc2cccc(N(C)S(C)(=O)=O)c2)S(=O)(=O)c2ccccc2)cc1
1.0% | COc1ccc(/C=C(\C#N)C(=O)NC2CCS(=O)(=O)C2)cc1OC (stereo unspecified)
-2.7% | CC1=CC2C(=O)c3cccc(O)c3C(=O)C2C(O)=C1 (stereo unspecified)
-11.1% | CN1CCN(CC(O)COc2ccc(C34CC5CC(CC(C5)C3)C4)cc2)CC1 (stereo unspecified)
-5.2%[57.5 µM] | Nc1nnc(/C=C/c2ccccc2Cl)s1
-10.1% | COc1cccc(C(=O)NNC(=O)Cc2ccc(Cl)cc2)c1
-2.0% | O=C(COC(=O)c1ccc(Br)o1)Nc1ncc(Cl)cc1Cl

# (continued)
ERK EGF inh | smiles
1.2% | O=C(CCNc1ccc(Br)cc1)c1cccc([N+](=O)[O-])c1
7.1%[57.5 µM] | COC(=O)COc1ccc2c(-c3cccc([N+](=O)[O-])c3)cc(=O)oc2c1
3.6%[57.5 µM] | Cc1ccc(S(=O)(=O)NNC(=O)c2c(O)c3ccccc3[nH]c2=O)cc1
3.5% | CN(CCn1ccnc1)C(=O)CC1C(=O)NCCN1Cc1ccccc1C(F)(F)F (stereo unspecified)
